GLP1R inv ag = qHTS of GLP-1 Receptor Inverse Agonists (Inhibition Mode) | Glucagon-like peptide 1 receptor (Homo sapiens), P43220 | HEK293 GLP-1R CRE-luciferase, luminescence, 24 h; GLP-1R form is constitutively active | Potency, µM (doses to about 38.3 µM), for inactives: top-dose activity change, negative = inhibition, actives largely listed as inhibitors | hit rate 1.6% among 410,000; note: potency is the fitted concentration of half-maximal effect; % is set by controls: 0 for no effect and ±100 for the full control effect; nearly all actives have a fitted effect of over 55% in size
Target sequence (P43220 whole entry, looked up): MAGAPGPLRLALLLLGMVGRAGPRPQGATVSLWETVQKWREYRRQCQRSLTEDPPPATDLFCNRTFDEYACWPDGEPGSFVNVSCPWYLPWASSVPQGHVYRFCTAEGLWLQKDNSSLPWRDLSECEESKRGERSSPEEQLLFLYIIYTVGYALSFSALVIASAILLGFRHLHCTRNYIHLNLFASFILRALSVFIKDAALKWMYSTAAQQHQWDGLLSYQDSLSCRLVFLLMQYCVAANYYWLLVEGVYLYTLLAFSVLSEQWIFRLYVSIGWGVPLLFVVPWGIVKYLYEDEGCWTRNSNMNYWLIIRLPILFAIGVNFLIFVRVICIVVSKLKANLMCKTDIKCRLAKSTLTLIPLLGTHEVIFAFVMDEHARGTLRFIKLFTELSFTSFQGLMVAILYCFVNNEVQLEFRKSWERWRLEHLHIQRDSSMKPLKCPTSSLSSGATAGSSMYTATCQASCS
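Constitutively active GLP-1R drives a cAMP-responsive luciferase in stably transfected HEK293 cells; test compounds are added after overnight (12 h) attachment and left 24 hr, and signal loss in luminescence marks inhibition.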
PTHR1 agonist = qHTS for PTHR1 Agonists: Primary Screen; Parathyroid hormone/parathyroid hormone-related peptide receptor (Homo sapiens), Q03431; HEK293 GP2 PTHR1 cells, GloSensor cAMP luminescence, 1 h; Potency, µM (series often up to 115 µM), inactives show top-dose activation, hits mostly activators; hit rate 0.075% among 410,000; note: potency is the fitted concentration of half-maximal effect; nearly all actives have a fitted effect of over 55% in size; some results filed as inactive show a strong effect at the top dose; inactives centre near -15; many of its hits are not listed in these tables
Target sequence (Q03431 whole entry, looked up): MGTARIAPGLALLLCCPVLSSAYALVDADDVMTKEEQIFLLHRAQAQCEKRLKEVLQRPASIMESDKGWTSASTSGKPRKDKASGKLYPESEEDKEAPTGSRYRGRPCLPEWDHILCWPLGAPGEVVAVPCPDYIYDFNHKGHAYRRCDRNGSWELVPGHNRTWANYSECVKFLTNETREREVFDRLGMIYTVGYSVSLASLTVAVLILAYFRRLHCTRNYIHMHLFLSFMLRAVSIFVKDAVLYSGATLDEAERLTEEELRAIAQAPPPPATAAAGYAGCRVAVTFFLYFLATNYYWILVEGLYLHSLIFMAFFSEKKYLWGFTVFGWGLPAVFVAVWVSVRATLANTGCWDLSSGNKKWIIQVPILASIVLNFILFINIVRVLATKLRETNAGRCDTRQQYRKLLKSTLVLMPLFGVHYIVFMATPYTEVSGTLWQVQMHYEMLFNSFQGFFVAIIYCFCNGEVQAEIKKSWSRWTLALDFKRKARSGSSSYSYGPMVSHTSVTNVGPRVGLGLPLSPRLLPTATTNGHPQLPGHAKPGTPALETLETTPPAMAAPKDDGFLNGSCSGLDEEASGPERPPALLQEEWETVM
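HEK-293-derived GP2 cells expressing PTHR1 and a GloSensor cAMP reporter, 3,000/well, plated overnight, given luciferin plus IBMX (each 0.5 mM as added) for 1 h at 37 °C, then compound for 1 h at 37 °C. Luminescence was read after 15 min at room temperature.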
aSyn rescue = qHTS of alpha-syn Inhibitors; Yeast expressing alpha-synuclein, growth rescue, BacTiter-Glo, 24 h; Potency, µM (highest dose often 46.1 µM), for the others: at the top dose growth rescue (activation), actives largely listed as activators; hit rate 0.14% among 370,000; note: potency is the fitted concentration of half-maximal effect; % of control where 0% means no effect; nearly all actives have a fitted effect of over 65% in size
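Readout is rescue of growth in alpha-synuclein-expressing yeast, so inhibitors of toxicity appear as activators. Growth after 24 hr at 30 deg C in galactose medium is quantified by luminescence.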
Abeta rescue = qHTS for compounds that reverse cellular toxicity of Amyloid beta (A-beta) peptide in yeast: Primary Screen; yeast expressing A-beta42, growth rescue, OD600, 48 h; response scale: 0% DMSO, 100% iron-clioquinol control; Potency, µM (highest dose often 46.1 µM), inactives show top-dose growth rescue, usual class: activators; hit rate 0.063% among 410,000; note: potency is the fitted concentration of half-maximal effect; nearly all actives have a fitted effect of over 55% in size
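Yeast growth medium received pinned compounds, then yeast cells expressing toxic A-beta were added; plates incubated at 30 C for 48 hr. Growth read as absorbance at 600 nm, normalized to DMSO and equimolar FeCl3 plus clioquinol controls.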
Mm-Cpn inhibitor = Inhibitors of TCP-1 ring complex (TRiC) of Methanococcus maripaludis (MmCpn): qHTS; Chaperonin Mm-Cpn (Methanococcus maripaludis); purified Mm-Cpn ATPase, ADP Transcreener TR-FRET; Potency, µM (highest dose often 76.9 µM), for inactives: top-dose activity, negative = inhibition, actives largely listed as inhibitors; hit rate 0.031% among 330,000; note: potency is the fitted concentration of half-maximal effect; % is set by controls: 0 for no effect and ±100 for the full control effect; nearly all actives have a fitted effect of over 80% in size
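Reaction buffer contained 30 mM Tris pH 7.4, 100 mM KCl, 5 mM MgCl2 and 1 mM DTT. Mm-CPN (25 nM final) hydrolysed 10 uM ATP over 30 min at 37°C; ADP was read by HTRF.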
GLP1R cytotox = qHTS of GLP-1 Receptor Inverse Agonists: Cytotox Screen; HEK293 cAMP-luciferase reporter cells, luminescence, 24 h; AID 624418, 2012; hit rate 0.13% among 410,000; Potency, µM (series often up to 38.3 µM), inactives show at the highest dose activity change, negative = inhibition, usual class: inhibitors;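 note: loss of luciferase light is scored as toxicity; potency is the fitted concentration of half-maximal effect; % is set by controls: 0 for no effect and ±100 for the full control effect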
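Quantitative HTS format, 1536 wells, 200 cells/uL seeded. Compounds: 23 nL, 24 h, 37 °C. Detection: luciferase reagent, luminescence at 12 min RT; decreased signal taken as cytotoxic.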
FUS yeast rescue = qHTS for Suppressors of FUS Proteinopathy: Primary screen using FUS-linked yeast assay; S. cerevisiae FUS-expressing, growth rescue, OD600, 24 h; Potency, µM (top dose mostly 76.6 µM), inactives show at the top dose growth rescue (activation), usual class: activators; hit rate 0.24% among 390,000; AID 1347120, 2019;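 note: potency is the fitted concentration of half-maximal effect; plate controls were DMSO vehicle for no effect and reference control for full effect; nearly all actives have a fitted effect of over 55% in size; some results filed as inactive show a strong effect at the top dose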
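Toxicity suppression screen in FUS-yeast. Cells induced with 2% galactose, starting OD 0.005, treated 24hr at 30C with compounds at multiple final concentrations; growth by OD600.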
TDP-43 yeast inh = qHTS of TDP-43 Inhibitors. Potency, µM (highest dose often 46.1 µM), without a hit: top-dose growth rescue (activation), actives largely listed as activators. hit rate 1.8% among 410,000. AID 652104, 2013. TDP-43 expressing yeast growth rescue, BacTiter-Glo, 24 h; note: potency is the fitted concentration of half-maximal effect; % of control where 0% means no effect; nearly all actives have a fitted effect of over 50% in size
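Galactose-induced TDP-43 yeast, OD600=0.02, compound pinned; 24 hr, 30 deg C; BacTiter-Glo luminescence for growth. Inhibitors of TDP-43 toxicity read as activators.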
Akt phos inh = HTS Assay for Inhibitors of Akt Phophorylation: Primary Screen; hit rate 0.32% among 360,000; activity change, % for hits at 50 µM; Neuro2A IGF-stimulated pAkt S473 HTRF, 20 min; active compounds read low; in the data active = activity change below about -80%; inconclusive = mostly about -51% to -80%; note: % is set by controls: 0 for no effect and ±100 for the full control effect
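Single-point screen (50 µM final compound) in Neuro2A cells stimulated 20 min with 6 nM IGF at 37 deg C. After lysis, Ser473-phosphorylated Akt read by HTRF (ex 330 nm, em 615/665 nm) as the 665/615 ratio.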
* marks the source's active call; other numbers are inactive results; i = inactive; ? = inconclusive; . = no result given; [ ] = dose if it differs, or a comment. Unless noted, calls come from the whole dose curve; as a rule, active = well fitted curve in the direction sought with a large enough effect; inconclusive = small, poorly fitted or top-dose-only effect, or another doubt; inactive = no such curve, though single readings can be large; an effect the other way counts as inactive or inconclusive.

SMILES	GLP1R inv ag	PTHR1 agonist	aSyn rescue	Abeta rescue	Mm-Cpn inhibitor	GLP1R cytotox	FUS yeast rescue	TDP-43 yeast inh	Akt phos inh
Cc1cc(C(=O)Nc2ccc(S(=O)(=O)N3CCOCC3)cc2)ccc1[N+](=O)[O-]	-4%	-30%[inhibitor]	5%	2%	0%	1%	9%	2%	i
O=C(O)C1CCC(=O)N1C1c2ccccc2Oc2ccccc21 (configuration not stated)	-5%	-9%	0%	3%	1%	-2%	-7%	3%	i
COc1ccc(F)cc1C(=O)C1CCCN(C(=O)c2ocnc2C)C1 (configuration not stated)	14%	-12%	9%	1%	4%	-11%	8%	3%	i
O=C(Nc1ccc(Cl)cc1)c1nc[nH]c1C(=O)N1CCc2ccccc2C1	-6%	-14%	9%	-8%	-6%	3%	-17%	9%	i
CC1CCCC(C)N1C(=O)CSc1nnc(C2CCCCC2)o1 (configuration not stated)	3.2µM*	i	-3%	-25%	1%	1%	29%	-9%	i
COc1ccc(NC(=O)CSc2nnc(CNC(=O)COc3ccc(Cl)cc3)o2)c(OC)c1	1%	-14%[57.5 µM]	0%	-3%	1%	-12%	30%	0%	i
CN1/C(=C\C(=O)c2ccco2)C(C)(C)c2ccccc21	?	0%[57.5 µM]	-35%[inhibitor]	-94%[inhibitor]	-23%	66%[activator]	21%	-61%[inhibitor]	i
CCc1nc(CN2CCN(c3ccc(C(F)(F)F)cn3)CC2)c(C)[nH]1	?	-31%[inhibitor]	10%	13%	0%	-7%	-9%	13%	i
Cc1ccc(S(=O)(=O)N2CCC(C(=O)OCC(=O)N3CC(C)CC(C)C3)CC2)cc1C (configuration not stated)	-15%	-18%	-2%	7%	1%	-8%	12%	-8%	i
O=C(CCc1ccccc1)N1CCCN(C(=O)CCc2ccccc2)CC1	-7%	i	0%	15%	-1%	-9%	.	6%	i
O=C1Cc2cccc3cccc1c23	-19%	-8%[57.5 µM]	-22%	-9%	0%	-8%	-36%	6%	i
Cc1ccccc1OCCNC(=O)/C=C/c1ccc([N+](=O)[O-])cc1	-16%	-17%	22%	-2%	2%	7%	15%	?	i

Marked active in GLP1R inv ag (from the list above):
| Compound | GLP1R inv ag | PTHR1 agonist | Mm-Cpn inhibitor | Akt phos inh |
| --- | --- | --- | --- | --- |
| CC1CCCC(C)N1C(=O)CSc1nnc(C2CCCCC2)o1 (configuration not stated) | 3.2µM* | i | 1% | i |

Part of the list above, showing only GLP1R inv ag.
| structure | GLP1R inv ag |
| --- | --- |
| Cc1ccc(S(=O)(=O)N2CCC(C(=O)OCC(=O)N3CC(C)CC(C)C3)CC2)cc1C (configuration not stated) | -15% |
| COc1ccc(F)cc1C(=O)C1CCCN(C(=O)c2ocnc2C)C1 (configuration not stated) | 14% |

Remaining list, next part
SMILES	GLP1R inv ag	PTHR1 agonist	aSyn rescue	Abeta rescue	Mm-Cpn inhibitor	GLP1R cytotox	FUS yeast rescue	TDP-43 yeast inh	Akt phos inh
Fc1ccc(NC(=S)N2N=CCC2c2ccccc2)cc1 (configuration not stated)	0%	i	.	?	0%	1%	-6%	?	.
COc1cccc(CC(Cc2nc3ccccc3[nH]2)c2nc3ccccc3[nH]2)c1 (configuration not stated)	-8%	-18%	-1%	-15%	-1%	-1%	35%	0%	i
O=C(O)Cc1c(C(=O)O)nnn1-c1cccc(C(F)(F)F)c1	-5%	i	-2%	-5%	-2%	-10%	-10%	-23%	i
COc1ccc(OC)c(NC(=O)CSc2ncnc3c2cnn3-c2ccccc2Cl)c1	4%	-25%	-20%	0%	0%	2%	21%	21%	i
COC(=O)c1ccc(NC(=O)Cn2cnc3c2c(=O)n(C)c(=O)n3C)cc1	12%	i	.	-14%	.	-1%	-9%	2%	.
CCC/C(=N\NC(=O)C1CC1)c1ccccc1	-7%	i	0%	-1%	.	-5%	10%	-3%	i
CCN(CC(=O)Nc1c(F)cccc1F)C(=O)c1ccc(N2CCCCC2)c([N+](=O)[O-])c1	-26%	-37%[inhibitor]	17%	4%	1%	-28%	.	23%	i
CCOC(=O)c1ccc(NC(=O)Nc2cccc(C)n2)cc1	13%	i	1%	3%	-2%	-4%	9%	?	i
CCCNC(=O)CS(=O)Cc1nc(-c2ccccc2C)oc1C (configuration not stated)	7%	-27%	3%	-12%	-1%	2%	-9%	0%	i
CC(C)NC(=O)COC(=O)c1ccc(S(=O)(=O)N2CCCC2)cc1	5%	i	4%	10%	-1%	-5%	1%	-12%	i
COc1ccc(NC(=O)C2CCCN(S(=O)(=O)c3ccc4[nH]c(=O)ccc4c3)C2)cc1Cl (configuration not stated)	11%	-84%[inhibitor]	.	-13%	.	7%	4%	9%	.
Cn1cccc1C(=O)NCc1ccccn1	13%	i	0%	11%	1%	2%	3%	16%	i
COc1ccc(N2C(=O)CSC23C(=O)Nc2ccccc23)cc1OC (configuration not stated)	3%	4%[57.5 µM]	1%	4%	1%	-7%	21%	-8%	.
O=C(NCC[C@@H]1C[C@@H]2C=C[C@H]1C2)c1cc(COc2ccc(F)cc2F)on1	?	-29%	-5%	-7%	1%	0%	26%	-7%	i
Cc1ccc(CSc2nnc(-n3c(=O)c(C#N)cc4c(=O)n5cc(C)ccc5nc43)s2)cc1	10%	i	.	3%	.	0%	-13%	24%	.
CC1CCCN(CCOc2ccc3ccccc3c2Br)C1 (configuration not stated)	10µM*	i	5%	-13%	-1%	?	16%	-35%[inhibitor]	i
Clc1ccc(Cn2cc(Br)cn2)cc1Cl	-11%	-29%[57.5 µM]	-14%	25%	0%	10%	-2%	2%	i
CCN(CC)S(=O)(=O)c1ccc2c(c1)N(CC(=O)NCCCN1CCN(c3ccccc3F)CC1)C(=O)CO2	?	4%	.	-5%	.	3%	23%	10%	.
CCOC(=O)C(C)Oc1ccc2c(CC)cc(=O)oc2c1C (configuration not stated)	18%	-24%	18%	-3%	-2%	22%	1%	11%	i
O=C(Nc1nccs1)c1cccnc1	8%	i	1%	2%	-1%	-6%	0%	11%	i
CCn1c(SCC(=O)NC2CC2)nnc1-c1ccc(OC)cc1	-11%	-20%	-4%	-19%	4%	10%	.	2%	i
COc1cc(NC(=S)NCCCN2CCOCC2)c(OC)cc1NC(=O)c1ccco1	5%	-6%	-14%	0%	-1%	3%	12%	-13%	i
O=C(NCCN1CCOCC1)/C(=C/c1ccc(F)cc1)NC(=O)c1ccccc1	3%	23%	-4%	-10%	2%	10%	22%	-28%	i
O=C(Nc1cnccn1)Nc1ccccc1Cl	31%	-4%	0%	-16%	0%	2%	4%	0%	i
O=C(CN(C(=O)c1ccc(Cl)cc1)N1C(=O)C2CCCCC2C1=O)c1ccc(Cl)cc1 (configuration not stated)	0%	-9%	3%	10%	0%	22%	1%	-9%	i
COc1ccc(OCC(=O)N2c3ccccc3CC2C)c([N+](=O)[O-])c1 (configuration not stated)	?	i	13%	3%	-1%	-7%	-7%	?	i
CCCCN1C(=O)/C(=C2/Sc3ccccc3N2C)S/C1=N\c1ncn[nH]1	43%[activator]	-39%[inhibitor]	-1%	4%	-5%	5%	16%	26%	i
COCc1ccc(C(=O)N2CCCC(CCC(=O)NCc3ccccc3F)C2)o1 (configuration not stated)	?	10%	-2%	-2%	4%	-9%	5%	-14%	i
Cc1cccc(NC(=O)CSc2nc(NS(=O)(=O)c3ccccc3)cc(=O)[nH]2)c1	2%	-14%	0%	-6%	-4%	-21%	4%	0%	i
O=C(C[C@H]1C/C=C\C[C@@H](Cc2ccc(F)cc2)C(=O)OC[C@H]2CCCN2C1=O)N[C@@H](CO)Cc1ccccc1	-13%	0%	1%	-4%	0%	-2%	?	12%	i
CC(Sc1nnc(N)s1)C(=O)Nc1ccc(N2CCOCC2)cc1 (configuration not stated)	9%	-12%	-9%	-2%	3%	54%	-4%	10%	i
COCCNC(=O)c1ccc(C(=O)NCCOC)s1	7%	i	-3%	2%	0%	3%	-5%	-17%	i
Cc1cc(-c2nc3ncccc3o2)ccc1NC(=O)c1ccc(Cl)cc1	3%	14%	.	-12%	.	-3%	-7%	-4%	.
COCCN(Cc1nnc(-c2cccs2)o1)C(=O)c1cccc(S(=O)(=O)N2CCOCC2)c1	22%	?	-4%	-9%	2%	-5%	10%	0%	i
CC(C)NC(=O)N1c2ccccc2Sc2ccccc21	?	i	3%	-12%	2%	0%	-2%	26%	i
CCOc1ccc(C(=O)NCC2OCCc3ccccc32)cc1 (configuration not stated)	13%	-1%[57.5 µM]	-1%	12%	0%	0%	1%	?	i
O=C(COC(=O)CCc1c[nH]c2ccccc12)Nc1ccccc1C(F)(F)F	2%	-15%	6%	24%	2%	-3%	-7%	13%	i
COc1c2c(cc3oc(=O)c4c5ccc(O)cc5oc4c13)OC(C)(C)CC2	24%	-36%[inhibitor]	-4%	-12%	.	2%	-3%	28%	i
Nn1c(SCC(=O)NCC2CCCO2)nnc1-c1cc(Cl)ccc1Cl (configuration not stated)	23%	i	-4%	-9%	3%	-1%	6%	-17%	i

Compound activity (PubChem BioAssay)

The list is partial; the hit share may differ from the screen's.
